USP17 block = inhibitors of human USP17 deubiquitinase. A8MUK1. purified USP17, Ub-rhodamine cleavage fluorescence, 3 h. inhibition, % at 50 µM. 6.5% of 47,000 active. AID 1645855
USP8 block = inhibitors of human USP8 deubiquitinase. P40818. purified USP8, Ub-rhodamine cleavage fluorescence, 30 min. inhibition, % at 20 µM. 4.2% of 47,000 active. AID 1645853
USP28 block = inhibitors of human USP28 deubiquitinase. Q96RU2. purified USP28, Ub-rhodamine cleavage fluorescence, 30 min. 3% of 47,000 active. inhibition, % at 25 µM
USP7 inh = blocks human USP7 ubiquitin-rhodamine cleavage | Q93009 | inhibition, % at 20 µM | 0.3% of 47,000 active | purified USP7, Ub-rhodamine cleavage fluorescence | AID 1645854
OTUD3 inh = human OTUD3 deubiquitinase inhibition; inhibition, % at 25 µM; 0.7% of 47,000 active; Q5T2D3; AID 1645858; purified OTUD3, Ub-rhodamine fluorescence, 2 h
Target sequence (Q5T2D3 whole entry, looked up): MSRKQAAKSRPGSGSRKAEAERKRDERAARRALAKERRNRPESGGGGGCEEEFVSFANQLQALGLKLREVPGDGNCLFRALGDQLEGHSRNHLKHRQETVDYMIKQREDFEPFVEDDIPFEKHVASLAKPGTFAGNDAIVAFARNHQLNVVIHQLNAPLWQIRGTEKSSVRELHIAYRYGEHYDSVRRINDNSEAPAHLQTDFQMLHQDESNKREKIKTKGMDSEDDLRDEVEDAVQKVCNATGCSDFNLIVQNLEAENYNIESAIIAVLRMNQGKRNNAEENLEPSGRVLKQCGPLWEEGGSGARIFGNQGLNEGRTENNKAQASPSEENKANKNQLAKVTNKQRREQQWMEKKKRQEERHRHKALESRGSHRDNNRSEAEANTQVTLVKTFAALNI
USP30 block = human USP30 deubiquitinase inhibition; purified USP30, Ub-rhodamine cleavage fluorescence; inhibition, % at 25 µM; 5.3% of 47,000 active
Target sequence (Q70CQ3 whole entry, looked up): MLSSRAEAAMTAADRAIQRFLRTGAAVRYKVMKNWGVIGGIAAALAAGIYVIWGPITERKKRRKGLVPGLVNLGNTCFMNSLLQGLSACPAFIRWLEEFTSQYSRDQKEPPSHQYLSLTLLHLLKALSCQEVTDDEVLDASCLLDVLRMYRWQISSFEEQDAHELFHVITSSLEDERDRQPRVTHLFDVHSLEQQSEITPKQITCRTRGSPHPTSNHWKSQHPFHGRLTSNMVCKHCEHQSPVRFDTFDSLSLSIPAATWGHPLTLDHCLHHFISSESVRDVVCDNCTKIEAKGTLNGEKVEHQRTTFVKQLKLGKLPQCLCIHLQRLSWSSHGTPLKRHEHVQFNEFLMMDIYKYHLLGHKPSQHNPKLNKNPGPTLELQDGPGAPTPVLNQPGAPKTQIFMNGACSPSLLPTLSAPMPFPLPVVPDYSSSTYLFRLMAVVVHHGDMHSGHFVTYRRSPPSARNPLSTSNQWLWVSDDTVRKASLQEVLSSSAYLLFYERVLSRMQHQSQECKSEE
UCHL1 block = inhibitors of human UCHL1 deubiquitinase | P09936 | purified UCHL1, Ub-rhodamine cleavage fluorescence | inhibition, % at 20 µM | 0.2% of 47,000 active
USP10 block = blocks human USP10 ubiquitin-rhodamine cleavage. purified USP10, Ub-rhodamine fluorescence, 60 min. AID 1645856. Q14694. 1.1% of 47,000 active. inhibition, % at 20 µM
The depositor's hits bear a star. No stated cut-off is given here; in the data, active means inhibition above about 30%; inactive means the rest.

For NS(=O)(=O)c1cccc(NC(=O)C2(c3ccc(F)cc3)CCCC2)c1 the results were USP17 block -12, USP8 block 7, USP28 block -5, USP7 inh 0, OTUD3 inh -3, USP30 block -6, UCHL1 block 4 and USP10 block 4.
Screening Cc1ccc2c(Nc3ccc(C(N)=O)cc3)c(C(=O)N3CCCC3)cnc2n1 returned USP17 block -10, USP8 block -6, USP28 block -6, USP7 inh 0, OTUD3 inh -1, USP30 block -22, UCHL1 block -6 and USP10 block -6.
Screening O=S(=O)(c1ccccc1)N1CCC2(CC1)NCCN=C2NCc1ccc2c(c1)OCO2 returned USP17 block -1, USP8 block -2, USP28 block -10, USP7 inh -2, OTUD3 inh 0, USP30 block -3, UCHL1 block -1 and USP10 block -2.
`CNc1nc(C2CCCCN2C(=O)c2ccc(=O)n(C)c2)nc2c1CCN(C)C2` (stereo unspecified) gave USP17 block -6, USP8 block 11, USP28 block -10, USP7 inh -2, OTUD3 inh 1, USP30 block -42, UCHL1 block -2 and USP10 block -4.
`Brc1ccc2nc(Nc3cccc4ccccc34)nc(-c3ccccc3)c2c1` gave USP17 block -61, USP8 block -228, USP28 block -28, USP7 inh -4, OTUD3 inh -37, USP30 block -68, UCHL1 block -5 and USP10 block -11.
For CC(C)(C)C(=O)Nc1nnc2n1CCCS2 the results were USP17 block 1, USP8 block 1, USP28 block -2, USP7 inh 4, OTUD3 inh -6, USP30 block 9, UCHL1 block 3 and USP10 block -2.
For NC(=O)c1ccc(-c2csc(N)n2)cc1 the results were USP17 block -34, USP8 block -251, USP28 block 6, USP7 inh 1, OTUD3 inh 8, USP30 block -21, UCHL1 block 0 and USP10 block 11.
`CCOc1ccc(CNC(=O)Cn2cnc(S(=O)(=O)N3CCCC3)c2)cc1OC` gave USP17 block -5, USP8 block 0, USP28 block -6, USP7 inh 0, OTUD3 inh -10, USP30 block -11, UCHL1 block -2 and USP10 block -1.
Screening NS(=O)(=O)c1cccc(NC(=O)CN2CCCc3ccccc32)c1 returned USP17 block -273, USP8 block -24, USP28 block -238, USP7 inh -100, OTUD3 inh -180, USP30 block inactive, UCHL1 block -103 and USP10 block -8.
Screening CCOc1ccc(CCNC(=O)c2cnc(Nc3ccccc3OC)c3ccccc23)cc1OCC returned USP17 block 10, USP8 block 3, USP28 block 9, USP7 inh 8, OTUD3 inh 16, USP30 block 17, UCHL1 block 4 and USP10 block 2.
`CCOc1cc2c(cc1OCC)C1CC(=O)N(c3ccccc3C)C(=O)N1CC2` (stereo unspecified) gave USP17 block 5, USP8 block -9, USP28 block 6, USP7 inh 1, OTUD3 inh 6, USP30 block 10, UCHL1 block -1 and USP10 block 1.
For CC(=O)Nc1ccc(S(=O)(=O)N2CCCC(C(=O)NCCc3ccccc3)C2)cc1 (stereo unspecified) the results were USP17 block 1, USP8 block -12, USP28 block -9, USP7 inh 0, OTUD3 inh -7, USP30 block -7, UCHL1 block -1 and USP10 block 0.
Screening Cc1ccc(CNC(=O)C2CCN(S(C)(=O)=O)c3cc(C)ccc3O2)cc1 (stereo unspecified) returned USP17 block 8, USP8 block 17, USP28 block 9, USP7 inh 0, OTUD3 inh 12, USP30 block 15, UCHL1 block 3 and USP10 block 2.
O=C(NC1CCCC1)c1cc(-c2cccnc2)n(-c2ccc(F)cc2)n1 was read as USP17 block 8, USP8 block 6, USP28 block 8, USP7 inh 2, OTUD3 inh 10, USP30 block 13, UCHL1 block 2 and USP10 block 2.
Screening CCc1ccc(C(=O)COc2ncnc3sc(C)c(C)c23)cc1 returned USP17 block 15, USP8 block 2, USP28 block -10, USP7 inh 2, OTUD3 inh -24, USP30 block -97, UCHL1 block 4 and USP10 block -9.
For Cn1ccc2c(cc(C(=O)NC3CCN(Cc4ccccc4)CC3)n2C)c1=O the results were USP17 block -31, USP8 block -7, USP28 block 32*, USP7 inh 2, OTUD3 inh 3, USP30 block -35, UCHL1 block 0 and USP10 block -5.
For O=C1OC2CC1N(C(=O)/C=C/c1ccc3c(c1)OCO3)C2 (stereo unspecified) the results were USP17 block 3, USP8 block -7, USP28 block 9, USP7 inh -3, OTUD3 inh 12, USP30 block 21, UCHL1 block 2 and USP10 block 2.
Screening Cc1cccc(NC(=O)N2CCC3(CC2)NC(=O)c2ccccc2N3C)c1 returned USP17 block 3, USP8 block 2, USP28 block 0, USP7 inh -12, OTUD3 inh -3, USP30 block 3, UCHL1 block -2 and USP10 block 3.
Screening COc1cc(-c2nc3cnccn3c2NCc2ccc3c(c2)OCO3)ccc1O returned USP17 block -164, USP8 block -194, USP28 block -233, USP7 inh 0, OTUD3 inh -202, USP30 block inactive, UCHL1 block 0 and USP10 block -6.
CCc1nnc(-c2cn(CC(=O)N3CCCCCC3)c3ccccc23)o1 was read as USP17 block -2, USP8 block -4, USP28 block 8, USP7 inh -24, OTUD3 inh 7, USP30 block -54, UCHL1 block 0 and USP10 block -2.
O=C(N[C@@H](C(=O)O)c1ccccc1)[C@@H](Cc1ccccc1)n1c(=O)[nH]c2ccccc2c1=O was read as USP17 block 9, USP8 block -15, USP28 block 12, USP7 inh 3, OTUD3 inh 19, USP30 block 27, UCHL1 block 0 and USP10 block 1.
Screening O=C1c2cccc3c(Cl)ccc(c23)C(=O)N1Cc1ccccc1 returned USP17 block -2, USP8 block 3, USP28 block -12, USP7 inh -2, OTUD3 inh -9, USP30 block -41, UCHL1 block -4 and USP10 block -6.
Screening COc1ccc(CN2C3(CCN(C(=O)N(C)C)C3)c3ccccc3S2(=O)=O)cc1 (stereo unspecified) returned USP17 block -6, USP8 block 0, USP28 block -4, USP7 inh -2, OTUD3 inh -4, USP30 block -5, UCHL1 block 0 and USP10 block 0.
CN1CCN(c2ncc3c(=O)n(CCN4CCOCC4)ccc3n2)CC1 was read as USP17 block 6, USP8 block 14, USP28 block 1, USP7 inh 4, OTUD3 inh 6, USP30 block 13, UCHL1 block -1 and USP10 block 0.

Reprinted at random: 4 compounds from above
`CNc1nc(C2CCCCN2C(=O)c2ccc(=O)n(C)c2)nc2c1CCN(C)C2` (stereo unspecified) gave USP17 block -6, USP8 block 11, USP28 block -10, USP7 inh -2, OTUD3 inh 1, USP30 block -42, UCHL1 block -2 and USP10 block -4.
CCc1nnc(-c2cn(CC(=O)N3CCCCCC3)c3ccccc23)o1 was read as USP17 block -2, USP8 block -4, USP28 block 8, USP7 inh -24, OTUD3 inh 7, USP30 block -54, UCHL1 block 0 and USP10 block -2.
For NC(=O)c1ccc(-c2csc(N)n2)cc1 the results were USP17 block -34, USP8 block -251, USP28 block 6, USP7 inh 1, OTUD3 inh 8, USP30 block -21, UCHL1 block 0 and USP10 block 11.
Screening Cc1cccc(NC(=O)N2CCC3(CC2)NC(=O)c2ccccc2N3C)c1 returned USP17 block 3, USP8 block 2, USP28 block 0, USP7 inh -12, OTUD3 inh -3, USP30 block 3, UCHL1 block -2 and USP10 block 3.

(further entries)
Cn1c(=O)n(CC(O)c2ccccc2F)c2ccccc21 (stereo unspecified) was read as USP17 block 10, USP8 block 15, USP28 block 5, USP7 inh -2, OTUD3 inh 5, USP30 block 4, UCHL1 block -1 and USP10 block 0.
`CC1=C(C(=O)Nc2ccccc2Cl)C(c2ccc(C#N)cc2)NC(=O)N1` (stereo unspecified) gave USP17 block -7, USP8 block -20, USP28 block -12, USP7 inh -4, OTUD3 inh -8, USP30 block -22, UCHL1 block -4 and USP10 block 0.
Cc1ccc(C(=O)CCC(=O)N2CCCC(c3nn(C)c4nccnc34)C2)cc1C (stereo unspecified) was read as USP17 block -22, USP8 block -30, USP28 block -7, USP7 inh -10, OTUD3 inh -19, USP30 block -95, UCHL1 block -15 and USP10 block -8.
For Cc1cccc(N2C(=O)CCC2(C)C(=O)NC2CCCC2)c1C (stereo unspecified) the results were USP17 block 8, USP8 block 15, USP28 block 7, USP7 inh 5, OTUD3 inh 14, USP30 block 4, UCHL1 block 1 and USP10 block 1.
COc1ccc(CCNCc2c(C(=O)O)c(C)n(-c3ccccc3)c2C)cc1OC was read as USP17 block -12, USP8 block -13, USP28 block -9, USP7 inh -4, OTUD3 inh -7, USP30 block -20, UCHL1 block -2 and USP10 block -3.
COc1ccc(CCC(=O)Nc2cc(F)c3nc(N4CCOCC4)ccc3c2)cc1 was read as USP17 block 2, USP8 block 47*, USP28 block 14, USP7 inh -1, OTUD3 inh -18, USP30 block 12, UCHL1 block 0 and USP10 block 2.
Screening c1cc(C2CC2)n2ncnc2n1 returned USP17 block 6, USP8 block -65, USP28 block 2, USP7 inh 4, OTUD3 inh 1, USP30 block 4, UCHL1 block 3 and USP10 block 6.
COCCN1CC(=O)N2C(c3ccc([N+](=O)[O-])cc3)c3[nH]c4ccccc4c3C[C@H]2C1=O (stereo partly specified) was read as USP17 block -29, USP8 block 4, USP28 block -4, USP7 inh 2, OTUD3 inh 3, USP30 block 3, UCHL1 block 2 and USP10 block 0.
CCc1cc2cc3c(cc2nc1SCC(=O)Nc1cccc(C(C)=O)c1)OCO3 was read as USP17 block 63*, USP8 block 4, USP28 block 0, USP7 inh 1, OTUD3 inh -4, USP30 block -1, UCHL1 block -3 and USP10 block 4.
For O=C1NC2(CCN(C(=O)c3cc(-c4ccco4)on3)CC2)Nc2ccccc21 the results were USP17 block 23, USP8 block 18, USP28 block 2, USP7 inh 2, OTUD3 inh 4, USP30 block 11, UCHL1 block 1 and USP10 block -1.
Screening CC1(C(=O)NC2CCCC2)CCC(=O)N1c1cccc(F)c1 (stereo unspecified) returned USP17 block -1, USP8 block 5, USP28 block 6, USP7 inh 5, OTUD3 inh 1, USP30 block 22, UCHL1 block 3 and USP10 block 1.
For Cc1ccccc1CNc1nc(N2CCOCC2)nc2c1cnn2C the results were USP17 block -10, USP8 block -7, USP28 block 0, USP7 inh -6, OTUD3 inh -2, USP30 block -8, UCHL1 block 4 and USP10 block 3.
`O=C(NCc1ccnc(C2CCCOC2)n1)c1n[nH]c2c1CCCC2` (stereo unspecified) gave USP17 block -4, USP8 block -16, USP28 block 10, USP7 inh 0, OTUD3 inh 2, USP30 block 7, UCHL1 block 0 and USP10 block -1.
For Cc1cccc(N2CCN(C(=O)c3cc(=O)n(C)c4c3c(=O)n(C)c(=O)n4C)CC2)c1C the results were USP17 block 3, USP8 block -44, USP28 block 3, USP7 inh 1, OTUD3 inh 9, USP30 block 0, UCHL1 block 0 and USP10 block -1.
Screening Cc1nn(-c2nc3ccccc3n2C)c2c1C(c1ccccc1)CC(=O)N2 (stereo unspecified) returned USP17 block 7, USP8 block -3, USP28 block -5, USP7 inh -1, OTUD3 inh -1, USP30 block 0, UCHL1 block -2 and USP10 block 4.
`O=C1CCCC2=C1C(c1ccc(O)cc1)c1cc3c(cc1N2)OCO3` (stereo unspecified) gave USP17 block -9, USP8 block -1, USP28 block 1, USP7 inh -4, OTUD3 inh 3, USP30 block 0, UCHL1 block 2 and USP10 block 3.
For Cc1ccc(O)c(C2NC(=O)c3c(sc4c3CCN(C)C4)N2)c1 (stereo unspecified) the results were USP17 block -22, USP8 block -21, USP28 block -29, USP7 inh -33, OTUD3 inh -26, USP30 block -111, UCHL1 block -34 and USP10 block -6.

By substructure: those above with a thiophene ring, fused or not.
Screening CCc1ccc(C(=O)COc2ncnc3sc(C)c(C)c23)cc1 returned USP17 block 15, USP8 block 2, USP28 block -10, USP7 inh 2, OTUD3 inh -24, USP30 block -97, UCHL1 block 4 and USP10 block -9.
For Cc1ccc(O)c(C2NC(=O)c3c(sc4c3CCN(C)C4)N2)c1 (stereo unspecified) the results were USP17 block -22, USP8 block -21, USP28 block -29, USP7 inh -33, OTUD3 inh -26, USP30 block -111, UCHL1 block -34 and USP10 block -6.
